ERG Ets-DNA blk = qHTS for Small Molecule Inhibitors of the ERG Ets/DNA interaction; Potency, µM (highest dose often 76.9 µM), inactives show at the highest dose FP activity, negative = inhibition, hits mostly inhibitors; Transcriptional regulator ERG (Homo sapiens), P11308; 370,000 tested, 0.028% active; fluorescence polarization, His-ERG Ets domain / labelled DNA; active = well fitted inhibition curve with a large enough effect in the polarisation, with a control signal flat; inconclusive = small, poorly fitted or top-dose-only effect, or effect the other way, or a change in a side signal; inactive = no such curve, though single readings can be large or run the other way; the % refers to the polarisation;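 also: polarization taken with two DNA probes labelled with fluorescein and Texas red; potency is read from the fitted curve at half-maximal effect; % of control where 0% means no effect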
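His-tagged ERG Ets domain (1 uM in the protein solution; 300mM KCl, 50mM Tris-HCl, 1mM EDTA, 1mM DTT, pH 7.5) received compound, then a probe mix of 5 nM fluorescein-DNA and 100nM Texas-615-DNA. Fluorescence polarization was read for both dyes.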
BLM helicase inh = qHTS Assay for Inhibitors of Bloom's syndrome helicase (BLM). recombinant BLM DNA unwinding, fluorescence dequenching. Potency, µM (top dose mostly 56.1 µM), without a hit: at the highest dose activity change, negative = inhibition, actives largely listed as inhibitors. 350,000 tested, 0.2% active. AID 2528, 2010;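 also: potency is read from the fitted curve at half-maximal effect; plate controls were vehicle for no effect and no enzyme for full effect; nearly all actives have a fitted effect of over 35% in size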
Apoferritin bind = qHTS Assay for Identification of Novel General Anesthetics; Ferritin light chain (Equus caballus), P02791; 350,000 tested, 0.074% active; Potency, µM (highest dose often 77.5 µM), for inactives: at the top dose activity change, negative = displacement, most hits filed as inhibitors; apoferritin/1-aminoanthracene competitive binding, fluorescence; also: potency is read from the fitted curve at half-maximal effect; % is scaled to controls: 0 for no effect and ±100 for the full control effect; nearly all actives have a fitted effect of over 20% in size
Target sequence (P02791 2-175 limits assumed): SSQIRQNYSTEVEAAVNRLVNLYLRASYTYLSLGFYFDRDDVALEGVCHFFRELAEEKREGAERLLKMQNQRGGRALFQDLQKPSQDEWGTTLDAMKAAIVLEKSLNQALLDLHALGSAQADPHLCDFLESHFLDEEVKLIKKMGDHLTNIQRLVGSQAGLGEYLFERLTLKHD
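Probe: 1-aminoanthracene (50% saturated, PBS). Protein: horse-spleen apoferritin, 10 uM. Incubation: 10 min, room temperature. Detection: 380 nm excitation, 535 nm emission. Analysis: normalized response, four-parameter Hill.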
Pol iota inh = qHTS for Inhibitors of Polymerase Iota | DNA polymerase iota (Homo sapiens), Q9UNA4 | Pol iota fluorescent replication assay, 10 min | Potency, µM (series often up to 115 µM), for inactives: at the highest dose activity, negative = inhibition, most hits filed as inhibitors | 390,000 tested, 1% active | AID 588590, 2011; also: potency is read from the fitted curve at half-maximal effect
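Fluorescent replication assay read twice, at 0 min and 10 min after adding 50 nM (final) substrate. Enzyme (10 nM) and compounds were first incubated 15 min at room temperature; enzyme-free buffer wells were negative controls.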
ALOX12 inh = Primary qHTS assay for inhibitors of human arachidonate 12S-lipoxygenase (ALOX12): Round 2; 580,000 tested, 1.1% active; Polyunsaturated fatty acid lipoxygenase ALOX12 (Homo sapiens), P18054; Potency, µM (series often up to 108 µM), without a hit: at the highest dose activity change, negative = inhibition, hits mostly inhibitors; purified 12hLO, xylenol orange hydroperoxide absorbance; also: potency is read from the fitted curve at half-maximal effect; % is scaled to controls: 0 for no effect and ±100 for the full control effect
Target sequence (P18054 whole entry, looked up): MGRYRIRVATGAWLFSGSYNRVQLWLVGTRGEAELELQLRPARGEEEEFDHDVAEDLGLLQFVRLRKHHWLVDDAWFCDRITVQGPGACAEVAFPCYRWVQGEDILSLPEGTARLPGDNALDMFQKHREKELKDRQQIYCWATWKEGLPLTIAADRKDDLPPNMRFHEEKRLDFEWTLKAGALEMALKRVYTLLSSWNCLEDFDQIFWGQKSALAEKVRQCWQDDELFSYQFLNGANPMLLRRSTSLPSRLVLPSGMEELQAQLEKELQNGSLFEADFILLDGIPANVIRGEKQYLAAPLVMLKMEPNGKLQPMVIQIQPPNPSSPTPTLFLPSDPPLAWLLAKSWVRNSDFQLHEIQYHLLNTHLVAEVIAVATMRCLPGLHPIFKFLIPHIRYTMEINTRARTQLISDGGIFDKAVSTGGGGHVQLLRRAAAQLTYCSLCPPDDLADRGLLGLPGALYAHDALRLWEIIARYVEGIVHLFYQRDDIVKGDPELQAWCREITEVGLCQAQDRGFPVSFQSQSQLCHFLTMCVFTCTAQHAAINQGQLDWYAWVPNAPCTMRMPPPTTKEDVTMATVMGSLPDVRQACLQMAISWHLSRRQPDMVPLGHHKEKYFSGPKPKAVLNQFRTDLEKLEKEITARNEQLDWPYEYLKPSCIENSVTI
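Purified human 12hLO at 150 nM in 25 mM Hepes, 0.01% Triton X-100, pH 7.0, preincubated 15 min at room temperature with compound. Reaction started with 40 uM arachidonic acid, 30 min at room temperature. Hydroperoxide measured by Fe-xylenol orange, 573/405 nm absorbance ratio.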
Pol kappa inh = qHTS for Inhibitors of Polymerase Kappa; DNA polymerase kappa (Homo sapiens), Q9UBT6; purified Pol kappa, fluorescent DNA synthesis assay, 10 min; Potency, µM (doses to about 107 µM), for inactives: at the top dose activity, negative = inhibition, most hits filed as inhibitors; 400,000 tested, 0.53% active; AID 588579, 2011; also: potency is read from the fitted curve at half-maximal effect; % is scaled to controls: 0 for no effect and ±100 for the full control effect
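First, compounds were pin-transferred onto 10 nM Pol kappa. After 15 min at room temperature, substrate was added to 50 nM final. Fluorescence was then measured kinetically at 0 and 10 min.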
TRHR ag = qHTS for Small Molecule Agonists and Allosteric Enhancers of Human TRH Receptor: Primary Screen for Agonists. Thyrotropin-releasing hormone receptor (Homo sapiens), P34981. TRHR cells, calcium flux fluo-8, FDSS agonist mode. activation, % at 2 µM. 360,000 tested, 0.18% active. AID 493084, 2011; in the data active = activation above about 30%; also: 0% is about no effect
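Read-out: compound-evoked intracellular calcium rise in TRHR cells, fluo-8 dye, kinetic FDSS fluorescence at 1 s/cycle following a 10-cycle baseline. Cells cultured overnight before dye loading (30 min–1.5 h, RT).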
Pol beta inh = qHTS Assay for Inhibitors of DNA Polymerase Beta; Pol beta primer extension/strand displacement, fluorescence kinetic; 340,000 tested, 1.3% active; Potency, µM (series often up to 114 µM), for inactives: at the top dose activity change, negative = inhibition, hits mostly inhibitors; also: potency is read from the fitted curve at half-maximal effect; % is scaled to controls: 0 for no effect and ±100 for the full control effect
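Pol beta (10 nM) and compounds were preincubated 15 min at room temperature, then 50 nM substrate (final) started primer extension/strand displacement. Reads were taken at 0 and 10 min; concentration-response data were fitted to a four-parameter Hill equation.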
APEX1 inh = qHTS Assay for Inhibitors of the Human Apurinic/apyrimidinic Endonuclease 1 (APE1); DNA repair nuclease/redox regulator APEX1 (Homo sapiens), P27695; recombinant APE1, TAMRA/BHQ-2 abasic DNA cleavage fluorescence; Potency, µM (titrated, usually from 65.8 µM), inactives show at the highest dose activity change, negative = inhibition, actives largely listed as inhibitors; 350,000 tested, 0.35% active; AID 2517, 2012;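 also: potency is read from the fitted curve at half-maximal effect; plate controls were vehicle for no effect and reference inhibitor for full effect; nearly all actives have a fitted effect of over 55% in size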
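Readout is kinetic fluorescence (ex 525, em 598 nm) from cleavage of 50 nM TAMRA/BHQ-2 THF abasic duplex by 0.75 nM APE1, compound added 15 min beforehand at RT.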
The depositor's hits bear a star; ? = inconclusive; . = not tested or not shown; [ ] = dose if it differs, or a comment. Unless noted, calls follow the shape of the dose curve; as a rule, active = well fitted curve in the direction sought with a large enough effect; inconclusive = small, poorly fitted or top-dose-only effect, or another doubt; inactive = no such curve, though single readings can be large; an effect the other way counts as inactive or inconclusive.

item	Structure	ERG Ets-DNA blk	BLM helicase inh	Apoferritin bind	Pol iota inh	ALOX12 inh
1	COCc1[nH]nc2c1C(c1sccc1C)C(C#N)=C(N)O2 (configuration not stated)	-5%	-2%	-11%	11%	?
2	Cc1cccc(CCNS(=O)(=O)c2ccc(S(=O)(=O)NC3CCCC3)cc2)c1	-2%	-4%	?	10%	0%
3	Cc1ccc2nc(SCC(=O)c3c[nH]c4ccccc34)[nH]c2c1	-1%	-9%	-18%	24%	-22%
4	O=C1NC(=O)/C(=C/c2cc3c(cc2Br)OCO3)S1	5%	-2%	3%	?	?
5	COc1cc2[nH]c3c(OC)ncnc3c2cc1OC	2%	-4%	5%	72%[activator]	70%[activator]
6	COC(=O)c1ccccc1NC(=S)NC(=O)c1ccc2c(c1)OCO2	-12%	-7%	-23%	?	?
7	CSc1cccc(CN2CCN(CCC(C)C)C(CCO)C2)c1 (configuration not stated)	7%	-4%	-9%	30%	-5%
8	Cc1ccc(Cl)cc1N1CCN(C(=O)Cc2c(C(=O)O)c(C)cn2C)CC1	0%	1%	3%	-24%	3%
9	Cc1cc(OC(C)C)nc(NCc2ccccc2)n1	1%	-1%	-17%	16%	8%
10	Cc1cccc(NC(=O)CS(=O)(=O)c2cn(C)c3ccccc23)c1	4%	-2%	-9%	17%	6%
11	CS(=O)(=O)N(CC(=O)N1CCN(Cc2ccccc2)CC1)C1CCCCC1	-2%	0%	4%	-14%	0%
12	CCOc1ccc(Oc2ccccc2NC(=O)CCNC(C)=O)cc1	-10%	1%	0%	96%[activator]	-3%
13	CC1=NOC(=O)/C1=C/c1ccc(O)cc1	0%	-2%	-14%	?	16µM*
14	CN(C)C(=O)c1ccc2c3c(cccc13)CC2	-8%	-4%	-16%	27%	-3%
15	COc1cc(/C=N/n2c(-c3n[nH]c4c3CCC4)n[nH]c2=S)ccc1O	2%	-2%	5%	4%	?

item	Pol kappa inh	TRHR ag	Pol beta inh	APEX1 inh
1	-6%	0.0	30%	18%
2	-12%	-0.7	6%	-5%
3	-14%	1.3	1%	-3%
4	0%	-0.2	-18%	37%
5	-22%	-0.1	-24%	40%
6	-16%	0.3	-5%	24%
7	-10%	0.1	13%	-1%
8	-9%[60.1 µM]	-0.2	-1%	.
9	-6%	-0.4	?	3%
10	-8%	-0.7	0%	0%
11	-12%	0.3	2%	6%
12	1%	-0.2	1%	4%
13	-2%	0.2	-28%	-3%
14	-13%	-0.6	0%	1%
15	-6%	0.2	4%	0%

Complete entries as entered above.
Listed for `CCOc1ccc(Oc2ccccc2NC(=O)CCNC(C)=O)cc1` : ERG Ets-DNA blk = -10%; BLM helicase inh = 1%; Apoferritin bind = 0%; Pol iota inh = 96%[activator]; ALOX12 inh = -3%; Pol kappa inh = 1%; TRHR ag = -0.2; Pol beta inh = 1%; APEX1 inh = 4%
Listed for `O=C1NC(=O)/C(=C/c2cc3c(cc2Br)OCO3)S1` : ERG Ets-DNA blk = 5%; BLM helicase inh = -2%; Apoferritin bind = 3%; Pol iota inh = ?; ALOX12 inh = ?; Pol kappa inh = 0%; TRHR ag = -0.2; Pol beta inh = -18%; APEX1 inh = 37%

As entered above:
For Apoferritin bind, CC1=NOC(=O)/C1=C/c1ccc(O)cc1 has the entry -14%
For ERG Ets-DNA blk, COC(=O)c1ccccc1NC(=S)NC(=O)c1ccc2c(c1)OCO2 has the entry -12%
For ALOX12 inh, Cc1cc(OC(C)C)nc(NCc2ccccc2)n1 has the entry 8%
For ALOX12 inh, CCOc1ccc(Oc2ccccc2NC(=O)CCNC(C)=O)cc1 has the entry -3%
For Pol kappa inh, COc1cc(/C=N/n2c(-c3n[nH]c4c3CCC4)n[nH]c2=S)ccc1O has the entry -6%

(continued)
item	Structure	ERG Ets-DNA blk	BLM helicase inh	Apoferritin bind	Pol iota inh	ALOX12 inh
16	CC(C)[C@H](NC(=O)OCc1ccccc1)C(=O)OCC(=O)NC1CCCCC1	-5%	-5%	-14%	-3%	0%
17	O=C(COC(=O)c1cc[n+]([O-])cc1)Nc1cccc(F)c1	-3%	.	.	9%	?
18	Cc1cc(CNCc2cn(C)nc2-c2ccc(Oc3ccccc3)cc2)on1	-5%	-12%	-12%	49%[activator]	-1%
19	CC(C)CCNC(=O)c1onc(CSc2ccc(F)cc2)c1C(=O)NCCC(C)C	-18%	.	.	13%	-3%
20	O=C(COC(=O)Cc1ccc(Cl)cc1Cl)Nc1ccc(OC(F)F)cc1	-1%	-8%	-2%	0%	-12%
21	CCc1nn2c(=O)cc(COC(=O)c3ccco3)nc2s1	1%	2%	-2%	-12%	-18%
22	COc1ccc(Nc2cc(C)c3cc(NC(=O)COc4cccc(C)c4)ccc3n2)cc1	1%	-9%	234%[activator]	34%[activator]	?
23	COc1ccc(C(=O)NCCCc2nc3ccccc3n2Cc2ccccc2C)cc1OC	10%	3%	-1%	22%	13%
24	O=C(c1ccco1)N1CCC2(CC1)CCN(c1cccc(-c3ccccc3)c1)CC2	.	-7%	.	.	1%[57.4 µM]
25	COc1ccc(NC(=O)CN2CCc3ccccc3C2)cc1S(=O)(=O)N1CCOCC1	6%	-2%	-13%	101%[activator]	-12%
26	COc1ccccc1NC(=O)C1=C(C)Nc2ncnn2C1c1cccs1 (configuration not stated)	-1%	-5%	-8%	9%	328%[activator]
27	COC(=O)CN(c1ccccc1F)S(=O)(=O)c1ccc(C)cc1	-3%	-22%	-5%	-2%	0%
28	COC(=O)[C@@H]1CC[C@H](C)[C@@H](c2ccc(C)cc2)N1C(=O)c1ccc(/C=N/OC[C@@H](O)[C@H]2O[C@@H]3OC(C)(C)O[C@@H]3[C@H]2O)cc1	.	-4%	-5%	.	.

item	Pol kappa inh	TRHR ag	Pol beta inh	APEX1 inh
16	-8%	-0.6	17%	10%
17	8%	.	.	7%
18	3%	-0.4	35%	10%
19	15%	-0.4	.	19%
20	-11%	-0.3	-1%	5%
21	-5%	0.4	-3%	.
22	-1%	0.7	1%	.
23	2%	-1.3	17%	14%
24	-11%[60.1 µM]	.	.	-2%
25	-3%	0.3	31%	11%
26	-11%	-0.1	12%	-2%
27	-2%	-0.3	-11%	5%
28	.	-1.7	0%	3%

Some of the compounds tested; count on the stated rates, not on these rows.
